# Screening results (PubChem)
# ADAM10 inh – human ADAM10 inhibitors, primary screen, biochemical, QFRET, HTS. Disintegrin and metalloproteinase domain-containing protein 10 (Homo sapiens), O14672. actives 0.62% (n = 370,000). recombinant ADAM10, EDANS/DABCYL FRET peptide cleavage, 3 h. inhibition, % at 7 µM;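 active means inhibition above a per-campaign cutoff equal to the mean of compounds falling between control-based bounds plus 3 SD, cut at about 20% in these data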;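 further: 0% = DMSO wells while the 100% control is not disclosed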
# ASAP1 inh – inhibitors of human ASAP1 ArfGAP activity, primary screen, biochemical, fluorescence polarization; Arf-GAP with SH3 domain, ANK repeat and PH domain-containing protein 1 (Homo sapiens), …; inhibition, % at 16.5 µM; ASAP1-stimulated ARF1 GTP hydrolysis, GDP FP detection; actives 0.19% (n = 360,000); in the data active means inhibition above about 25%;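 further: 0% = vehicle with enzyme and substrate and 100% = no enzyme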
# DDE Tn6 FP inh – inhibitors of Tn6 peptide binding to fibrin DD(E), primary screen, biochemical, fluorescence polarization, human fibrin, Tn6 probe; inhibition, % at 8.3 µM; actives 0.21% (n = 370,000); Fibrin DD(E) TRITC-Tn6 fluorescence polarization displacement;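 active means inhibition above a per-campaign cutoff: mean of compounds within control limits plus 3 SD, cut at about 15% in these data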;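 further: 0% = median of all compound wells on the plate and 100% = blocking peptide control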
# ARFGAP1 inhibitor – inhibitors of rat ARFGAP1 GAP activity, primary screen, biochemical, fluorescence polarization, GDP tracer. ADP-ribosylation factor GTPase-activating protein 1 (Rattus norvegicus), Q62848. Arfgap1-stimulated ARF1 GTP hydrolysis, GDP FP detection. inhibition, % at 16.5 µM. actives 0.26% (n = 360,000);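 active means inhibition above a per-plate limit, mean inhibition of low control wells plus 3 SD, cut at about 25% in these data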;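 further: 0% = DMSO wells with enzyme and 100% = wells lacking Arfgap1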
#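 Material – truncated rat Arfgap1 GAP domain · Buffer or medium – HEPES-based buffer, pH 7.5 · Reagent – human ARF1(Δ1-17)-GTP substrate · Dosing – 16.5 µM single point, 1.26% DMSO · Schedule – GTP hydrolysis reaction 2 h at 25 °C · Technique – GDP detection by fluorescence polarization · Benchmarks – No-Arfgap1 wells (100%) versus DMSO full-reaction wells (0%) · Repeats – single replicate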
# SIAE inh – human SIAE inhibitors, primary screen, biochemical, fluorescence polarization, FP-Rh probe, 1536-well HTS. AID 1053197, 2014. actives 0.69% (n = 370,000). inhibition, % at 9.66 µM. SIAE FP-Rh probe binding. Sialate O-acetylesterase (Homo sapiens), Q9HAT2;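 active means inhibition above a cutoff: mean of compounds within the control limits plus 3 SD of those, cut at about 17% in these data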;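 further: 0% = plate median of compound wells and 100% = probe without SIAE protein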
# TDP2 absorb – human TDP2 enzyme inhibitors, primary screen, biochemical, epi absorbance, recombinant enzyme. Tyrosyl-DNA phosphodiesterase 2 (Homo sapiens), O95551. actives 0.34% (n = 370,000). T5PNP hydrolysis, p-nitrophenol absorbance 415 nm. inhibition, % at 12.8 µM;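 active means inhibition above the mean of all tested compounds plus 3 SD, set per campaign, cut at about 25% in these data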;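 further: 0% = DMSO with enzyme and 100% = buffer with substrate but no TDP2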
#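 Incubation: 2 h at 37 °C; Test system: recombinant human TDP2; Quantity: enzyme 120 nM; Read-out basis: percent inhibition; Medium: 50 mM Tris-HCl pH 7.5 with Mg2+, KCl, DTT, BSA; Repeats: single replicate; Compound: 12.8 µM single point, 1% DMSO; Signal: epi absorbance; Reagent: 5 mM T5PNP chromogenic substrate; Benchmarks: no-enzyme high, DMSO-plus-enzyme low.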
# ADAM17 inh – ADAM17 inhibitors, primary screen, biochemical, QFRET. actives 0.83% (n = 370,000). recombinant ADAM17, EDANS/DABCYL FRET peptide cleavage. Disintegrin and metalloproteinase domain-containing protein 17 (Homo sapiens), P78536. inhibition, % at 6.95 µM;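 active means inhibition above the mean of compounds lying between control limits plus 3 SD, set per campaign, cut at about 8.5% in these data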;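 further: 0% = DMSO-only wells as the low control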
# Tn7 DDE FP – inhibitors of Tn7 peptide binding to fibrin DD(E), primary screen, biochemical, fluorescence polarization, human fibrin, Tn7 probe. actives 0.13% (n = 370,000). inhibition, % at 8.3 µM. FP displacement of FITC-Tn7 peptide from fibrin DD(E); 0% = median of compound wells per plate;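 active means inhibition above the mean of compounds falling within the control limits plus 3 SD of them, cut at about 14% in these data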;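 further: 0% = plate median of compound wells and 100% = 10 µM Aha-Tn7 peptide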
#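 System: human fibrin DD(E); quantity: Fibrin-DD(E) at 2 µM final; also added: fluorescent Tn7 probe at 0.1 µM; compound dosing: single nominal test concentration of 8.3 µM per compound; schedule: 10 min preincubation, 3 h with tracer, room temperature; detection: fluorescence polarization of the labelled Tn7 tracer; repeats: one replicate per compound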
# PLCb3 inh – human PLC-beta3 inhibitors, primary screen, biochemical, fluorescence; AID 720704, 2013; inhibition, % at 12.2 µM; 1-phosphatidylinositol 4,5-bisphosphate phosphodiesterase beta-3 (Homo sapiens), Q01970; Purified PLC-beta3, fluorogenic substrate; actives 0.18% (n = 370,000); in the data active means inhibition above about 11%;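 further: 0% = median of compound wells on plate and 100% = full blocker control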
# Target sequence (Q01970 whole entry, looked up): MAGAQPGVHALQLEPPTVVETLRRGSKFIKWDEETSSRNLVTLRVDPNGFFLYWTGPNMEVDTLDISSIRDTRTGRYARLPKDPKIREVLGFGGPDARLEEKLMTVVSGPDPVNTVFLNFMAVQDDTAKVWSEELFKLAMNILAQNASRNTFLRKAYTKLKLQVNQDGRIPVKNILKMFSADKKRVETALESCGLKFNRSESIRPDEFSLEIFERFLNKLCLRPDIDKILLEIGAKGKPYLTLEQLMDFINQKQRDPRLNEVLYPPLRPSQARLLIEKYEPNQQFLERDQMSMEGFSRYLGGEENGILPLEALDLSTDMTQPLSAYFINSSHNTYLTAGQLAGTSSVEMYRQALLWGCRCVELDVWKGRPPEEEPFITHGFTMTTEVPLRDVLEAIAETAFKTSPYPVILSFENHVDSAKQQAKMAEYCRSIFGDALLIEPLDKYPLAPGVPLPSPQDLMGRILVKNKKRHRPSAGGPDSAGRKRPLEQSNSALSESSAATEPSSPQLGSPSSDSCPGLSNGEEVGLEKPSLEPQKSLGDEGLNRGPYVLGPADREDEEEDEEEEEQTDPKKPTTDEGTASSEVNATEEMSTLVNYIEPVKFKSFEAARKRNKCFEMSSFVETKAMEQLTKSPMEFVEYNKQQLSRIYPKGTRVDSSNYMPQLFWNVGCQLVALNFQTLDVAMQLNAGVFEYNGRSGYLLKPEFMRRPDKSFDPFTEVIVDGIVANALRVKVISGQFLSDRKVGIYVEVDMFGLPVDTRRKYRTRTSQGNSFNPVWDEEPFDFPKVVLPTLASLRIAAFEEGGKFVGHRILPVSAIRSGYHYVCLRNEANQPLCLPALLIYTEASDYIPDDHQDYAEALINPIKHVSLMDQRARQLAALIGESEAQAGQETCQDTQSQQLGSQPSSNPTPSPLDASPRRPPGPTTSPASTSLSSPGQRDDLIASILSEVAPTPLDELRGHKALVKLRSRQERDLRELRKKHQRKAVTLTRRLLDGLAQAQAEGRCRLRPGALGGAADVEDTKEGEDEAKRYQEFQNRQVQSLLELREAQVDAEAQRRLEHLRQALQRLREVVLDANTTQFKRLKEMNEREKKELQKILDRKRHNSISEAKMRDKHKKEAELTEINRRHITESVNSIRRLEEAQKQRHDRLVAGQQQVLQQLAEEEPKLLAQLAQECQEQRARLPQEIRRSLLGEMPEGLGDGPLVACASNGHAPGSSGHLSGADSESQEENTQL
# PLC-gamma1 inh – PLC-gamma1 enzyme inhibitors, primary screen, biochemical, fluorescence, purified enzyme. 1-phosphatidylinositol 4,5-bisphosphate phosphodiesterase gamma-1 (Homo sapiens), P19174. fluorogenic substrate. inhibition, % at 12.2 µM. actives 0.84% (n = 370,000); in the data active means inhibition above about 9.5%
# Starred values were filed as active, the others as inactive; . = no result given.
SMILES,ADAM10 inh,ASAP1 inh,DDE Tn6 FP inh,ARFGAP1 inhibitor,SIAE inh,TDP2 absorb,ADAM17 inh,Tn7 DDE FP,PLCb3 inh,PLC-gamma1 inh
CC(=O)c1ccc(N2CCN(CC(=O)N(CC(C)C)c3c(N)n(CC(C)C)c(=O)[nH]c3=O)CC2)cc1,-9.2,-15.5,11.9,-16.2,4.7,2.3,-3.6,11.1,-9.7,-2.4
O=c1nc2n(c3ccc([N+](=O)[O-])cc13)CCCCC2,-8.0,-4.3,-2.9,-5.1,-5.7,-5.5,0.2,-0.9,2.4,-0.6
Cc1cc(C(F)(F)F)n(-c2nc(C(=O)NNS(=O)(=O)c3ccccc3)cs2)n1,13.1,3.3,2.8,-11.9,-2.5,-4.0,5.9,-1.6,-5.7,-0.8
CCOc1ccccc1N1CCN(C(=O)c2ccncc2)CC1,1.9,2.4,3.1,0.8,5.1,10.9,-3.4,7.9,1.2,1.2
NC(=O)C1CCN(c2ccc(S(=O)(=O)N3CCC(Cc4ccccc4)CC3)cn2)CC1,-9.0,5.0,4.4,-4.4,-7.0,-5.5,-0.9,2.3,0.8,-2.5
COc1cc(NC(=S)N2CCC(C(N)=O)CC2)cc(OC)c1,-3.1,5.5,2.9,1.5,-2.5,-5.5,-0.3,-9.2,-7.7,-4.3
Cc1cccc(CCNS(=O)(=O)c2ccc(S(=O)(=O)N3CCCCC3)cc2)c1,1.1,4.0,-0.4,-0.6,2.0,-4.7,-0.6,0.5,2.9,2.5
Cc1cc(C(=O)CN2C(=O)C(=O)N(Cc3ccco3)C2=O)c(C)n1CCc1ccccc1,-11.7,-5.2,-6.2,7.7,3.4,-4.6,-3.0,10.1,-12.3,-4.0
CCCC(=O)NC(=S)Nc1cccc(NC(=O)c2ccccc2Cl)c1,6.4,5.5,0.8,-5.4,-2.9,11.0,0.8,5.2,-0.1,0.9
Cc1ccc(NC(=O)c2ccc(CSc3ccccn3)cc2)cc1,-7.6,7.3,-3.0,-6.3,-1.4,4.6,1.2,-1.2,-1.7,-1.5
CCc1nc(Nc2ccccc2)c2oc3ccccc3c2n1,-43.8,6.5,-3.8,13.7,-2.1,0.9,-11.1,0.8,-157.7,-118.8
O=C(CSc1nc2c(c(=O)[nH]1)CCCC2)N1CCCCC1,3.8,.,-2.7,.,1.2,-3.2,-1.4,1.4,3.9,6.3
CCOC(=O)c1c(-c2ccccc2)csc1NC(=O)C(C)NCCCN1CCOCC1 (stereo not drawn),-6.3,3.9,-1.1,-3.8,-7.5,4.2,-0.8,-2.6,2.7,1.8
Oc1ccc(Cl)cc1-c1cc(C(F)(F)C(F)F)nc(-c2ccccc2)n1,-6.2,11.3,-1.6,4.0,-8.6,-5.7,-1.2,2.9,-7.8,-6.0
CC(C)c1cc(C(=O)N2CCCC(Nc3ccc(F)cc3)C2)n[nH]1 (stereo not drawn),-4.0,-8.8,-0.7,0.5,8.4,1.4,-3.1,0.4,-7.3,-0.1

# In the list so far, these have a furan ring, fused or not.
SMILES,ADAM10 inh,ASAP1 inh,DDE Tn6 FP inh,ARFGAP1 inhibitor,SIAE inh,TDP2 absorb,ADAM17 inh,Tn7 DDE FP,PLCb3 inh,PLC-gamma1 inh
Cc1cc(C(=O)CN2C(=O)C(=O)N(Cc3ccco3)C2=O)c(C)n1CCc1ccccc1,-11.7,-5.2,-6.2,7.7,3.4,-4.6,-3.0,10.1,-12.3,-4.0
CCc1nc(Nc2ccccc2)c2oc3ccccc3c2n1,-43.8,6.5,-3.8,13.7,-2.1,0.9,-11.1,0.8,-157.7,-118.8

# Three of the entries above in order of the ADAM10 inh value, ascending:
Molecule | ADAM10 inh
Oc1ccc(Cl)cc1-c1cc(C(F)(F)C(F)F)nc(-c2ccccc2)n1 | -6.2
CC(C)c1cc(C(=O)N2CCCC(Nc3ccc(F)cc3)C2)n[nH]1 (stereo not drawn) | -4.0
COc1cc(NC(=S)N2CCC(C(N)=O)CC2)cc(OC)c1 | -3.1

# (list continues)
SMILES,ADAM10 inh,ASAP1 inh,DDE Tn6 FP inh,ARFGAP1 inhibitor,SIAE inh,TDP2 absorb,ADAM17 inh,Tn7 DDE FP,PLCb3 inh,PLC-gamma1 inh
C[C@H]1COc2cccc(N(C)CCO)c2S(=O)(=O)N1,-8.5,-1.8,0.0,-4.9,8.3,-12.3,-5.8,5.2,-2.0,-2.8
COC(=O)c1ccc(NC(=S)NC2CC2)cc1,-7.0,8.1,3.7,7.8,9.5,8.2,-1.4,3.6,-0.2,-0.3
CCC1Nc2ncnc(N3CCN(c4ccccc4)CC3)c2N(Cc2ccc(OC)cc2)C1=O (stereo not drawn),-1.2,-3.2,0.1,1.0,9.2,12.2,-1.8,2.3,-4.4,-3.6
COc1ccc(C2CC(c3ccc(OC)cc3)n3nc(NC(=O)c4ccco4)nc3N2)cc1 (stereo not drawn),-163.0,5.4,2.2,6.8,-2.0,-8.9,-53.8,3.7,-136.3,-117.8
COc1ccc(NC(=O)CN2CCC(C(N)=O)CC2)cc1,-2.4,4.3,4.4,9.1,-1.1,-7.6,0.3,0.5,5.6,1.5
COc1ccc(CNC(=O)CSc2nccn(-c3ccc(F)c(F)c3)c2=O)cc1,-21.5,1.2,-4.5,11.4,5.7,4.8,-12.6,-5.5,-41.8,-36.0
COc1ccc(CNC(=O)Cn2nc(Cc3cccnc3)c3ccccc3c2=O)cc1,-7.2,8.2,0.0,1.4,5.9,-2.5,-4.0,0.8,3.0,0.6
O=S(=O)(c1ccc(N2CCN(S(=O)(=O)c3ccc4c(c3)OCCO4)CC2)nc1)N1CCCC1,-3.5,12.1,-6.6,-6.0,-1.3,-2.3,-3.0,2.0,-1.6,-2.7
O=C1C=C(c2ccc(-c3ccccc3)cc2)C[C@@H](c2ccc(Cl)cc2)C1,-12.9,16.0,8.6,-0.8,-7.7,-9.1,-4.2,5.8,-3.9,-1.1
O=C(NC(=S)NCCCN1CCOCC1)c1ccc([N+](=O)[O-])cc1,-0.1,16.5,3.4,4.8,7.4,10.4,-1.0,-4.9,-54.3,-2.0
S=C(N/N=C/c1ccc2ncccc2c1)Nc1cccnc1,-3.4,3.2,-6.5,15.8,-5.3,9.6,-4.6,2.9,-1.2,3.9
Cc1c(C(=O)N(Cc2ccccc2)C(C)C)cnn1-c1ccccc1,8.1,-12.1,-0.3,-6.5,8.4,-1.8,-4.0,-4.7,-4.9,3.4
CC(=O)Nc1cc(-c2nc3ccccc3o2)ccc1Cl,-13.3,9.1,9.2,-15.2,-6.1,4.8,-9.1,5.0,-8.4,-1.1
O=C(NCCCc1ccccc1)C1CC1,-5.8,-4.1,1.8,1.9,0.1,-8.5,3.6,-2.5,-1.4,2.3
CCCN(CCC)Cc1cc2ccccc2c2c1COC2,1.6,-16.0,4.2,7.4,-1.4,-4.0,-3.9,2.0,-6.1,-6.8
CCOC(=O)[C@@]12CCC3=C1N(CCC3)C(=O)[C@H](CC(=O)N1CCCC1)C2,-2.4,.,6.8,.,3.1,-2.0,-2.5,4.0,-0.1,0.0
Cc1ccc2c(Cl)c(Cc3ccccc3)c(=S)[nH]c2n1,10.6,2.2,-5.2,13.7,-1.4,-18.6,1.1,-0.3,-9.9,0.6
c1ccc2c(C3OCC4(CCCC4)CO3)cccc2c1,-9.4,11.5,-4.1,12.1,6.5,-2.9,4.2,-3.8,2.4,9.6*
CN(C)S(=O)(=O)c1ccc(N2CCCC2)c(C(=O)N2CCN(S(=O)(=O)c3ccc(F)c(F)c3)CC2)c1,-9.8,-14.5,5.7,6.4,-5.7,-15.3,-1.1,8.2,-7.0,0.9
CN(CC(=O)Nc1ccc(F)cc1)C(=O)COC(=O)c1cccc(N(C)C)c1,-18.4,-10.0,8.3,12.3,4.2,2.3,-6.7,5.5,-67.2,-64.2
N#CCSc1ncnc2sc3c(c12)CCC3,-6.8,5.2,2.6,-9.4,1.3,9.8,-5.9,2.3,-14.2,-10.3
CC(=O)c1ccc(N2CCN(c3ccc(S(=O)(=O)N4CCN(C)CC4)cn3)CC2)cc1,8.1,-10.1,-3.2,9.2,-2.2,6.7,-1.2,-3.8,-6.7,-5.5
Cn1nccc1C(=O)Nc1nnc(C2CC2)s1,-6.0,2.4,0.5,0.3,-2.6,-5.7,-3.2,2.8,-7.0,2.6
C=CCn1c(C)cc(-c2csc(NC(=O)C3CCN(c4ncnc5sc(C)c(C)c45)CC3)n2)c1C,-11.1,-1.7,-1.9,0.6,-1.2,-5.0,0.6,0.4,-14.8,-7.0
COc1cc(-c2nc3n(n2)C(c2ccncc2)C2=C(CCCC2=O)N3)cc(OC)c1OC (stereo not drawn),-0.7,16.8,0.5,-4.2,8.3,-3.8,1.8,-1.4,1.3,2.5
CCCC(NC(=O)c1ccc(Br)o1)c1nc2ccccc2[nH]1 (stereo not drawn),-10.5,6.8,4.9,1.1,-2.8,1.6,-5.4,1.5,-14.8,-9.7
O=C(CNC(=O)/C(=C/c1ccccc1)NC(=O)c1ccc(Br)cc1)OCc1ccccc1,9.0,7.7,5.1,2.7,-5.6,10.3,1.8,1.2,-2.0,3.9
Cc1cc(-c2ccc(C)c(S(=O)(=O)N3CCN(c4ccc(F)cc4)CC3)c2)on1,-0.2,-9.2,-1.0,-14.0,4.0,14.0,-3.0,3.6,-7.7,2.3
COC(=O)c1sc(NC(=O)COc2cccc(C)c2)nc1C,1.3,8.2,-9.1,3.5,-2.1,-0.6,-1.2,4.0,-3.4,-3.0

# The order is random. About 3.6% of those tested had a hit in this group.
